tuberculosis growth: growth inhibition of non-replicating M. tuberculosis (AID 488890) | Mycobacterium tuberculosis non-replicating, growth inhibition; higher % means a stronger effect | inhibition, % at 25 µM, or IC50 in µM where a hit was titrated | 320,000 tested, 0.39% active; in the data active means a potency from the dose series; inconclusive means inhibition mostly from about 82% at the one dose, without a potency; inactive means the rest, 99 in 100 with inhibition below about 76%;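 further: plate controls were DMSO cells for no effect and high antibiotic wells for full effect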
H1N1 NS1A inhibition: NS1A inhibition, H1N1 influenza, cell based functional assay (AID 504329); inhibition, % at 12.5 µM; hits with a dose series show IC50 in µM; NS1A functional cell-based assay, percent inhibition; higher % means a stronger effect; 340,000 tested, 0.3% active; in the data active means a potency from the dose series; inconclusive means inhibition above about 27% without an active follow-up result; further: strong numbers were not always called active
M. tuberculosis HTS: M. tuberculosis growth inhibition, HTS (AID 449762); one-dose inhibition, % at 25 µM; IC50 in µM for titrated hits; 330,000 tested, 0.59% active; M. tuberculosis H37Rv growth inhibition, 7H9 media; higher % means a stronger effect; in the data active means a potency from the dose series; inconclusive means inhibition above about 70% without an active follow-up result;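 further: bacterial growth assessed after seven days of incubation; strong numbers were not always called active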
VEEV TC-83 Vero: inhibitors of VEEV TC-83 cytopathic effect, confirmation, Vero cells (AID 588727); Vero cells, VEEV TC-83 cytopathic effect inhibition; higher % means a stronger effect; 350,000 tested, 0.13% active; inhibition, % at 20 µM; hits with a dose series show IC50 in µM; in the data active means a potency from the dose series; inconclusive means inhibition mostly from about 14% at the one dose, without a potency; inactive means the rest, 99 in 100 with inhibition below about 12%; further: strong numbers were not always called active
Salmonella PhoP GFP: PhoP regulon inhibitors, Salmonella typhi PhoP promoter GFP reporter, confirmatory (AID 1850) | Salmonella Typhi PhoP-promoter GFP reporter, fluorescence, 4 h; higher % means a stronger effect | inhibition, % at 50 µM, or IC50 in µM where a hit was titrated | 310,000 tested, 0.33% active; in the data active means a potency from the dose series; inconclusive means inhibition mostly from about 25% at the one dose, without a potency; inactive means the rest, 99 in 100 with inhibition below about 19%;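 further: 0% = induced wells with vehicle and 100% = uninduced wells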
VEEV TC-83 Vero 10K pilot screen: second read-out of VEEV TC-83 Vero, no call of its own (marks repeat the call); inhibition, %; measured here: 10K pilot screen inhibition
An asterisk follows results filed as active.

Screening CC(CCc1ccccc1)NC(=O)C1CCN(C(=O)c2sccc2-n2cccc2)CC1 (stereo unspecified) returned tuberculosis growth 30%, H1N1 NS1A inhibition 2%, M. tuberculosis HTS -5%, VEEV TC-83 Vero 5.4% and Salmonella PhoP GFP -4%.
Screening COc1ccc(-c2cn[nH]c2-c2ccc(O)cc2O)cc1OC returned tuberculosis growth 1%, H1N1 NS1A inhibition 5%, M. tuberculosis HTS 0%, VEEV TC-83 Vero 1.3% and Salmonella PhoP GFP -1%.
`CSc1ccc(/C=N/NC(=O)CN2CCN(Cc3ccccc3Cl)CC2)cc1` gave tuberculosis growth 29%, H1N1 NS1A inhibition -12%, M. tuberculosis HTS 0%, VEEV TC-83 Vero 1.9% and Salmonella PhoP GFP -8%.
`Cc1ccc(C(=O)Nc2ccc3c(c2)OCO3)o1` gave tuberculosis growth 34%, H1N1 NS1A inhibition -4%, M. tuberculosis HTS -10%, VEEV TC-83 Vero inactive and Salmonella PhoP GFP -4%.
O=C(/C=C/c1ccccc1Cl)Nc1ccccc1 was read as tuberculosis growth 39%, M. tuberculosis HTS -1%, VEEV TC-83 Vero 3.6% and Salmonella PhoP GFP -2%.
`Cc1nnc(SCC(=O)NC2CCCCCC2)n1C(C)C` gave tuberculosis growth -10%, H1N1 NS1A inhibition 1%, M. tuberculosis HTS -5%, VEEV TC-83 Vero 3.5% and Salmonella PhoP GFP -8%.
COCCCNC(=O)c1c(N)n(-c2ccccc2)c2nc3ccccc3nc12 was read as tuberculosis growth 14%, M. tuberculosis HTS 22%, VEEV TC-83 Vero 10% and Salmonella PhoP GFP -8%.
For CCCc1nc2ccccc2c(=O)n1N the results were tuberculosis growth 8%, H1N1 NS1A inhibition -4%, M. tuberculosis HTS -2%, VEEV TC-83 Vero 0.1% and Salmonella PhoP GFP -15%.
Screening CCOC(=O)C1=C(C)N=c2s/c(=C\c3ccc(OCC(=O)O)cc3)c(=O)n2C1c1ccc(OC(C)C)cc1 (stereo unspecified) returned tuberculosis growth 18%, H1N1 NS1A inhibition 4%, M. tuberculosis HTS 10%, VEEV TC-83 Vero 4.9% and Salmonella PhoP GFP -2%.
CC(NC(=O)CN(C)Cc1cccc(Cl)c1)c1ccccc1 (stereo unspecified) was read as tuberculosis growth 11%, H1N1 NS1A inhibition 5%, M. tuberculosis HTS 4%, VEEV TC-83 Vero inactive and Salmonella PhoP GFP 2%.
CC(C)(OC(=O)c1ccc(C#N)cc1)c1cc2ccccc2c(=O)o1 was read as H1N1 NS1A inhibition -4%, M. tuberculosis HTS -2% and VEEV TC-83 Vero 0.2%.
Screening CCn1c(=O)c(C(=O)CN(C)Cc2ccc(F)cc2)c(N)n(Cc2ccccc2)c1=O returned tuberculosis growth -9%, H1N1 NS1A inhibition -8%, M. tuberculosis HTS -7%, VEEV TC-83 Vero 0.6% and Salmonella PhoP GFP -2%.
Screening Cn1[nH]c(C(F)(F)F)c(C=Nc2ccc(Cl)cc2)c1=O returned tuberculosis growth 1%, H1N1 NS1A inhibition 0%, M. tuberculosis HTS 5%, VEEV TC-83 Vero 1.2% and Salmonella PhoP GFP -2%.
CN(C)c1ccc(C2CC(c3cccc(NS(C)(=O)=O)c3)=NN2C(=O)c2ccccc2)cc1 (stereo unspecified) was read as tuberculosis growth 1%, H1N1 NS1A inhibition >100µM*, M. tuberculosis HTS -2%, VEEV TC-83 Vero 2.9% and Salmonella PhoP GFP -6%.
CCOC(=O)CNC(=O)CSP(=S)(OCC)OCC was read as tuberculosis growth 5%, H1N1 NS1A inhibition -23%, M. tuberculosis HTS 0%, VEEV TC-83 Vero 0.3% and Salmonella PhoP GFP 1%.
COc1cc(OC)nc(Oc2ccc(NC(C)=O)cc2)n1 was read as tuberculosis growth 4%, H1N1 NS1A inhibition 1%, M. tuberculosis HTS -2%, VEEV TC-83 Vero 1.1% and Salmonella PhoP GFP -7%.
Screening O=C(NC(c1cccnc1)C(F)(F)F)c1cc(COc2ccc3c(c2)CCCC3)on1 (stereo unspecified) returned tuberculosis growth 35%, H1N1 NS1A inhibition -7%, M. tuberculosis HTS 15%, VEEV TC-83 Vero inactive and Salmonella PhoP GFP -4%.
For CCSC1=NCCN1S(=O)(=O)c1ccc(Cl)cc1 the results were tuberculosis growth 4%, H1N1 NS1A inhibition -2%, M. tuberculosis HTS -3%, VEEV TC-83 Vero 0.1% and Salmonella PhoP GFP -3%.
`Cc1cc(C)c(OCC(=O)OCC(=O)N2c3ccccc3CC2C)c(C)c1` (stereo unspecified) gave tuberculosis growth inconclusive, H1N1 NS1A inhibition 0%, M. tuberculosis HTS 48%, VEEV TC-83 Vero 1.8% and Salmonella PhoP GFP 3%.
CC(=O)N1CCN=C1SCc1cccc(F)c1 was read as tuberculosis growth 3%, H1N1 NS1A inhibition 12%, M. tuberculosis HTS 1%, VEEV TC-83 Vero 3.5% and Salmonella PhoP GFP -10%.
Screening COc1cccc(CNC(=O)c2cccc(S(=O)(=O)N3CCN(c4ccc(F)cc4)CC3)c2)c1 returned tuberculosis growth 4%, H1N1 NS1A inhibition 6%, M. tuberculosis HTS 4%, VEEV TC-83 Vero 5.1% and Salmonella PhoP GFP -4%.
`CCNc1ccc(S(=O)(=O)N2CCCCC2)cn1` gave tuberculosis growth 2%, H1N1 NS1A inhibition -4%, M. tuberculosis HTS -9% and VEEV TC-83 Vero 0.9%.
Screening O=C(Cc1ccccc1)Nc1nnc(-c2cccc([N+](=O)[O-])c2)s1 returned tuberculosis growth -11%, H1N1 NS1A inhibition 3%, M. tuberculosis HTS -4%, VEEV TC-83 Vero 1.0% and Salmonella PhoP GFP -3%.
O=C(NNC(=S)NC1CCCCC1)c1sc2ccccc2c1Cl was read as tuberculosis growth inconclusive, H1N1 NS1A inhibition 5%, M. tuberculosis HTS 4%, VEEV TC-83 Vero 1.3% and Salmonella PhoP GFP -4%.
Screening COc1ccc(-c2nc(CSCC(=O)NCc3ccc4c(c3)OCO4)c(C)o2)cc1 returned tuberculosis growth 26%, H1N1 NS1A inhibition 1%, M. tuberculosis HTS 0%, VEEV TC-83 Vero 0.5%, Salmonella PhoP GFP -1% and VEEV TC-83 Vero 10K pilot screen 0.4.
Screening FC(F)(F)c1cccc(NC(=S)N2CCN(c3cccc(C(F)(F)F)c3)CC2)c1 returned tuberculosis growth 23%, H1N1 NS1A inhibition 6%, M. tuberculosis HTS 7%, VEEV TC-83 Vero 0.1% and Salmonella PhoP GFP -7%.
Screening COc1ccccc1C(=O)C1CCCN(C(=O)Nc2ccccc2F)C1 (stereo unspecified) returned tuberculosis growth 9%, H1N1 NS1A inhibition 14%, M. tuberculosis HTS -2%, VEEV TC-83 Vero 0.5% and Salmonella PhoP GFP 0%.
`Cc1ccc(N(CC(=O)Nc2cc(C)cc(C)c2)S(=O)(=O)c2cccc3nonc23)cc1` gave tuberculosis growth 1%, H1N1 NS1A inhibition 4%, M. tuberculosis HTS -10%, VEEV TC-83 Vero 0.1% and Salmonella PhoP GFP 3%.
Screening O=c1c(Cl)c(O)c2cccc3c4ccccc4n1c23 returned tuberculosis growth 29%, H1N1 NS1A inhibition -14%, M. tuberculosis HTS -5%, VEEV TC-83 Vero inactive and Salmonella PhoP GFP -2%.
`CCc1ccc(/C=C2\CN(CC)Cc3c2nc2ccccc2c3C(=O)O)cc1` gave tuberculosis growth inconclusive, H1N1 NS1A inhibition 2%, M. tuberculosis HTS 1%, VEEV TC-83 Vero 2.0% and Salmonella PhoP GFP 5%.
CN(CC1COc2ccccc2O1)C(=O)c1cc(COc2c(F)cccc2F)on1 (stereo unspecified) was read as tuberculosis growth inconclusive, H1N1 NS1A inhibition -8%, M. tuberculosis HTS 7%, VEEV TC-83 Vero 6.4% and Salmonella PhoP GFP -10%.
`CCC(C)(C)NC(=O)C(OC(=O)c1ccco1)c1ccccc1F` (stereo unspecified) gave tuberculosis growth 9%, H1N1 NS1A inhibition -1%, M. tuberculosis HTS 0%, VEEV TC-83 Vero 0.1% and Salmonella PhoP GFP -2%.
Screening COc1ccc(NC(=S)NCCC2=CCCCC2)cc1OC returned tuberculosis growth 47%, H1N1 NS1A inhibition 0%, M. tuberculosis HTS -4%, VEEV TC-83 Vero 0.6% and Salmonella PhoP GFP 4%.
Screening Cn1c(=O)c2[nH]c(N=NNc3ccccc3F)nc2n(C)c1=O returned tuberculosis growth 26%, H1N1 NS1A inhibition 2%, M. tuberculosis HTS -6%, VEEV TC-83 Vero 0.5% and Salmonella PhoP GFP 2%.
For O=C(CCN1C(=O)/C(=C/c2cccs2)SC1=S)Nc1ccccc1O the results were tuberculosis growth -9%, H1N1 NS1A inhibition 2%, M. tuberculosis HTS 3%, VEEV TC-83 Vero 0.2% and Salmonella PhoP GFP -7%.
For CC1(C)OC1COc1c2ccoc2cc2oc(=O)ccc12 (stereo unspecified) the results were tuberculosis growth 6%, H1N1 NS1A inhibition -4%, M. tuberculosis HTS 0%, VEEV TC-83 Vero 1.2% and Salmonella PhoP GFP 0%.
Screening COc1ccc(OC)c(C2=NOC(C(=O)N3CCCc4ccccc43)C2)c1 (stereo unspecified) returned tuberculosis growth 16%, H1N1 NS1A inhibition 5%, M. tuberculosis HTS -5%, VEEV TC-83 Vero 4.8% and Salmonella PhoP GFP -5%.
`O=S(=O)(N1CCCCC1)N1CCN(c2ccccc2F)CC1` gave tuberculosis growth 5%, H1N1 NS1A inhibition 6%, M. tuberculosis HTS -3%, VEEV TC-83 Vero 1.4% and Salmonella PhoP GFP -4%.
`COc1ccc(CC(=O)Nc2ccc(-c3nc4cc(C)ccc4o3)c(O)c2)cc1OC` gave tuberculosis growth -13%, H1N1 NS1A inhibition 4%, M. tuberculosis HTS -4%, VEEV TC-83 Vero 1.0% and Salmonella PhoP GFP -5%.
For CCCCc1ccc2[nH]cc(CCN)c2c1 the results were tuberculosis growth 44%, H1N1 NS1A inhibition 7%, M. tuberculosis HTS 2%, VEEV TC-83 Vero 0.1% and Salmonella PhoP GFP 24%.
CCOC(=O)C(C)Oc1cccc2c(=O)n(CC(=O)NCc3ccco3)ccc12 (stereo unspecified) was read as tuberculosis growth -15%, H1N1 NS1A inhibition 26%, M. tuberculosis HTS -15%, VEEV TC-83 Vero 9.2% and Salmonella PhoP GFP -5%.
`CCOc1ccc(C2=NNC(c3cccnc3)=Nc3ccc(OC)cc32)cc1` gave tuberculosis growth 31%, H1N1 NS1A inhibition 8%, M. tuberculosis HTS 15%, VEEV TC-83 Vero 2.0% and Salmonella PhoP GFP 2%.
Screening CCOc1ccc(CNS(=O)(=O)c2c(C(=O)N3CCCC3)c(C)n(C)c2C)cc1OC returned tuberculosis growth -24%, H1N1 NS1A inhibition -8%, M. tuberculosis HTS 5%, VEEV TC-83 Vero inactive and Salmonella PhoP GFP -34%.
`Cc1c(C(=O)NCCSCc2c(Cl)cccc2Cl)cccc1[N+](=O)[O-]` gave tuberculosis growth 6%, H1N1 NS1A inhibition 3%, M. tuberculosis HTS 5%, VEEV TC-83 Vero 1.0% and Salmonella PhoP GFP -13%.
Screening CN(CC(=O)Nc1cccc(F)c1)C(=O)c1ccccc1OCCOc1ccccc1 returned tuberculosis growth 15%, H1N1 NS1A inhibition 8%, M. tuberculosis HTS 9%, VEEV TC-83 Vero 6.4% and Salmonella PhoP GFP -1%.
For O=C(c1cccs1)N1CCN(c2ncc(Br)cn2)CC1 the results were tuberculosis growth 24%, H1N1 NS1A inhibition 2%, M. tuberculosis HTS 4%, VEEV TC-83 Vero 0.2% and Salmonella PhoP GFP 3%.
CCOc1ccc(NC(=O)COc2ccc3c(c2)CCC3)cc1OC was read as tuberculosis growth 66%, H1N1 NS1A inhibition 1%, M. tuberculosis HTS -10% and VEEV TC-83 Vero 2.5%.

For convenience, 3 of the compounds above:
`Cc1c(C(=O)NCCSCc2c(Cl)cccc2Cl)cccc1[N+](=O)[O-]` gave tuberculosis growth 6%, H1N1 NS1A inhibition 3%, M. tuberculosis HTS 5%, VEEV TC-83 Vero 1.0% and Salmonella PhoP GFP -13%.
Screening CN(CC(=O)Nc1cccc(F)c1)C(=O)c1ccccc1OCCOc1ccccc1 returned tuberculosis growth 15%, H1N1 NS1A inhibition 8%, M. tuberculosis HTS 9%, VEEV TC-83 Vero 6.4% and Salmonella PhoP GFP -1%.
For O=C(c1cccs1)N1CCN(c2ncc(Br)cn2)CC1 the results were tuberculosis growth 24%, H1N1 NS1A inhibition 2%, M. tuberculosis HTS 4%, VEEV TC-83 Vero 0.2% and Salmonella PhoP GFP 3%.

Screening results (PubChem BioAssay)

An unsorted share of the library; about 1.6% have a hit in one of these screens.
